Screens deposited in PubChem by several laboratories.
ANO1 activ: mouse TMEM16A channel activation, primary screen; Q8BHY3; HEK293 TMEM16A/YFP-H148Q/I152L, iodide quench fluorescence; stronger effect = lower value; B-score at 10 µM; 0.3% of 340,000 active; AID 623877;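 active = fluorescence-ratio B-score plate-corrected deviation score at least 3 library SD below zero, with starting fluorescence score within 5 deviations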;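 note: channel opened by trigger with iodide after compound preincubation; score built on the fluorescence ratio of max minus min over baseline; more negative score means more quench and so TMEM16A activation or potentiation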
MrgX1 ag: agonists of human MrgX1 receptor; MrgX1-HEK293 cells, Fluo-4 calcium fluorescence, agonist mode; stronger effect = higher value; B-score at 10 µM; Q96LB2; 0.44% of 310,000 active;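 active = calcium response B-score plate-corrected fluorescence ratio at least 3 library SD, with starting fluorescence B-score inside 5 SD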
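Test system: HEK293 cells stably expressing human MrgX1 receptor; Input: fifteen thousand cells per well; Dosing: compound delivered in addition one of three; Schedule: overnight seeding, then 1 h dark dye loading; Technique: Fluo-4 NW calcium fluorescence; Measure: B-scored fluorescence response ratio; Controls: positive and negative controls per plate.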
TRPC6 act: mouse TRPC6 channel activation; Q61143; HEK293-TRPC6 membrane potential dye fluorescence; stronger effect = higher value; B-score at 10 µM; 0.13% of 310,000 active; AID 2550;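 active = B-score of the integrated fluorescence ratio above library mean plus 3 SD, and starting fluorescence ratio within library mean plus 5 SD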;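 note: higher score means more depolarization so channel activation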
TRPC4 potent: allosteric potentiators of mouse TRPC4 channel. Q9QUQ5. HEK293 TRPC4beta/mu-opioid, DAMGO EC20, Fluo-4 Ca2+ flux; stronger effect = higher value. B-score at 10 µM. 0.42% of 310,000 active. AID 2227;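 active = B-score of calcium response area above 5 SD of library B-scores, with initial fluorescence ratio within 5 SD of library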;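 note: B-score of integrated fluorescence ratio over time as area under calcium response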
Target sequence (Q9QUQ5 whole entry, looked up): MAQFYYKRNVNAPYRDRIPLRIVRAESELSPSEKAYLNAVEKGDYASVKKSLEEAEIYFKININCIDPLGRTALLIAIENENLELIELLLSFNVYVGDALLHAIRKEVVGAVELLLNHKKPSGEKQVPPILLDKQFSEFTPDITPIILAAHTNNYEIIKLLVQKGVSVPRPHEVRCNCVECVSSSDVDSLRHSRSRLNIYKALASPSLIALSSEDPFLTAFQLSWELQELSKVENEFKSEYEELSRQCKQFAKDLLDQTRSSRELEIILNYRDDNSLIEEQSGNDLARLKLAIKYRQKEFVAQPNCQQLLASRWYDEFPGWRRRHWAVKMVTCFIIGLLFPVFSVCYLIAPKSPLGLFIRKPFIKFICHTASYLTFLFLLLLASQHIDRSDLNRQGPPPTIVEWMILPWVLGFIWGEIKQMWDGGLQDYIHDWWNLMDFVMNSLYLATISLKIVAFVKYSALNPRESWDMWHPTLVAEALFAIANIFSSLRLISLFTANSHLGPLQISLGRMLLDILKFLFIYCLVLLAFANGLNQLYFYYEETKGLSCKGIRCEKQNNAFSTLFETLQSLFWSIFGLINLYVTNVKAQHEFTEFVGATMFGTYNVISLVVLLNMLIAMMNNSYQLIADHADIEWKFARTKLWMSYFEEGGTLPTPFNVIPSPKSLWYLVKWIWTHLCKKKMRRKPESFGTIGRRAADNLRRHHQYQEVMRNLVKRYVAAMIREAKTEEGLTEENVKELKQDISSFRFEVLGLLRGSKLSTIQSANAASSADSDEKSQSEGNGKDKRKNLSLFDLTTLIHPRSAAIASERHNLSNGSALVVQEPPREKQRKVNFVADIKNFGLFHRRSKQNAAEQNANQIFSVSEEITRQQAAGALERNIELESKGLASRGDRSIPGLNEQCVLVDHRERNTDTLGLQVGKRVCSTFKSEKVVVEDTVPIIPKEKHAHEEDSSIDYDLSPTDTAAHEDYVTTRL
TRPC4 inh: TRPC4 (mouse) channel inhibition. HEK293 TRPC4beta/mu-opioid, DAMGO-evoked Fluo4 calcium flux; stronger effect = lower value. Q9QUQ5. 0.39% of 300,000 active. B-score at 10 µM;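 active = B-score over 3 SD under the library average, no early fluorescence shift, positive overall ratio signal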
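Assay system: TRPC4beta/mu-opioid receptor HEK293 cell line; compound dosing: single concentration per test compound; detection: Fluo4 Ca2+ flux fluorescence; evaluation: per-well B score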
MrgX1 PAM: human MrgX1 positive allosteric modulation, primary screen; MrgX1-HEK293, Fluo-4 calcium flux, FDSS; stronger effect = higher value; B-score at 10 µM; 0.63% of 310,000 active; AID 588675;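 active = plate-corrected calcium response at least 3 library SD above typical, normal starting fluorescence, not activating the receptor alone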;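 note: compound read alongside a low EC10 to EC30 dose of BAM8-22 agonist; peak minus trough fluorescence over baseline measured at the second addition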
TRPC4 agonist: opens the mouse TRPC4 cation channel; 0.49% of 310,000 active; B-score at 10 µM; Q9QUQ5; HEK293 TRPC4beta/mu-opioid, Fluo4 calcium fluorescence; stronger effect = higher value; AID 2237;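 active = B-score above 5 SD of library B-scores, and initial fluorescence ratio not above library mean plus 5 SD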;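 note: positive B-score marks a calcium rise read as TRPC4 activation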
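system = HEK293 cells stably co-expressing mouse TRPC4beta and mu-opioid receptor | schedule = Fluo4 dye loading 45 min at room temperature, 110 s recording | measure = B-scored integrated calcium fluorescence ratio | signal = Fluo4 calcium-sensitive dye fluorescence, kinetic, 1 Hz baseline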
TRPC6 inhibitor: blocks the mouse TRPC6 cation channel; Q61143; HEK293-TRPC6, membrane potential dye, ACh-evoked depolarization; stronger effect = lower value; B-score at 10 µM; 1.1% of 310,000 active; AID 2553;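 active = B-score under library mean minus 3 SD, initial fluorescence not abnormally high, positive integrated signal ratio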;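 note: B-score derived from integrated fluorescence ratio over the kinetic read; more negative B-score means stronger inhibition of depolarization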
ANO1 block: blocks the mouse calcium-activated chloride channel TMEM16A. Q8BHY3. HEK293 TMEM16A/YFP iodide influx fluorescence, ionomycin. normalized B-score (activity score, 25-100; higher = stronger inhibition) at 10 µM. 1.2% of 310,000 active. AID 588511;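 active = ratio plate-corrected score three or more library SD toward inhibition, starting fluorescence score within five deviations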;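 note: score derived from kinetic fluorescence span divided by baseline fluorescence per well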
MrgX1 antag: human MrgX1 receptor antagonism, primary screen | 1.3% of 310,000 active | B-score at 10 µM | Q96LB2 | AID 588676 | MRGX1-HEK293 calcium flux, Fluo-4, BAM8-22 antagonism; stronger effect = lower value;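 active = calcium-response B-score plate-corrected more than 3 library SD below zero, starting fluorescence within 5 deviations, no agonist response on first addition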;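 note: peak minus trough fluorescence over baseline after final BAM8-22 challenge near maximal dose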
SKKanGAS inh: inhibitors of SKKanGAS S. pyogenes growth in kanamycin (SK-promoter or general growth effect). BacTiter-Glo, 6 h. inhibition, % at 7.5 µM. 1.3% of 300,000 active. AID 1662;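 active = mean replicate score, as percent of positive control median, at least 50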;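 note: strain carries kanamycin resistance gene driven by streptokinase promoter and grows in 40 µg/ml kanamycin; loss of luminescence reflects streptokinase promoter inhibition or plain growth inhibition; 0% = median of DMSO wells and 100% = positive control at its reference dose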
* marks the source's active call; other numbers are inactive results; i = inactive; . = not tested or not shown.

Values in the order: MrgX1 PAM | TRPC4 agonist | TRPC6 inhibitor | TRPC4 potent | ANO1 activ | TRPC4 inh | MrgX1 antag | ANO1 block | TRPC6 act | MrgX1 ag | SKKanGAS inh
(1) CCCCC(=O)Nc1c(-c2cccc(OC)c2)c(=O)c2ccccc2n1C
    i | i | i | i | i | i | i | i | i | i | -4
(2) N=c1c(C(=O)NCc2ccco2)cc2c(=O)n3ccccc3nc2n1Cc1ccccc1
    i | i | -7.1* | i | i | i | i | i | i | i | 0
(3) O=C(NNC(=S)NC(=O)c1ccccc1)c1ccc([N+](=O)[O-])cc1
    i | 56* | i | i | i | i | i | i | i | 77* | 67*
(4) C=CCNc1nc(C(=O)OCC)nc2ccccc12
    i | i | i | i | i | i | i | 100* | i | i | 5
(5) COc1cc(SC)ccc1C(=O)OCC(=O)NCCNC(=O)COC(=O)c1ccc(SC)cc1OC
    i | i | i | i | i | i | i | i | i | i | 4
(6) C/C(Cc1ccccc1)=N\NC(=O)CNC(=O)/C=C\c1ccccc1
    i | i | i | i | i | i | i | i | i | i | 6
(7) COc1ccc(C(=O)OCc2c(C)noc2C)cc1
    i | i | i | i | i | i | i | i | i | i | 1
(8) CC(CCc1ccccc1)NC(=O)COC(=O)c1ccc(S(C)(=O)=O)c([N+](=O)[O-])c1 (configuration not stated)
    i | i | i | i | i | i | i | i | i | i | 1
(9) COc1ccc(Nc2nc(N)c([N+](=O)[O-])c(N3CCCC3)n2)cc1
    i | i | i | i | . | i | i | i | i | i | -7
(10) C=CCn1c(COc2ccc(F)cc2)nnc1SCC(=O)NC1CC1
    i | i | i | i | i | i | i | i | i | i | 0
(11) Cn1c(CCN2CCCCC2)nc2cc(NS(=O)(=O)c3ccccc3)ccc21
    i | i | i | i | i | i | i | i | i | i | 3
(12) Cc1cc(=O)oc2cc(OCC(=O)OCC(=O)N3CCC(C)CC3)ccc12
    i | i | i | i | i | i | i | i | i | i | 2
(13) CCn1c(SCC(=O)N2c3ccccc3Sc3ccccc32)nc2c1c(=O)n(C)c(=O)n2C
    i | i | i | i | i | i | i | i | i | i | -5
(14) COc1ccc(N(CC(=O)N2CCOCC2)S(C)(=O)=O)cc1Cl
    i | i | i | i | i | i | i | i | i | i | 2
(15) CC(C)C(=O)N1CCN(c2ccccc2NC(=O)c2cc([N+](=O)[O-])ccc2N2CCOCC2)CC1
    i | i | i | i | i | i | i | i | i | i | 1
(16) O=C(NCc1ccccc1)c1cccc(Br)n1
    i | i | i | i | i | i | i | i | i | i | -1
(17) O=C(Nc1ccc(F)cc1)N1CCN(c2ccc3nnc(-c4ccc(F)cc4)n3n2)CC1
    i | i | i | i | i | i | i | i | i | i | 12
(18) Cc1cc([N+](=O)[O-])c(-c2ccc(/C=N/n3cnnc3)o2)cc1Cl
    i | i | i | i | i | i | i | i | i | i | .
(19) C=CCOC(=O)Nc1snnc1C
    i | i | i | i | i | i | i | i | i | i | -3
(20) CCn1nnnc1SCC(=O)c1cccc(OC)c1
    i | i | i | i | i | i | i | i | i | i | -4
(21) O=[N+]([O-])c1ccc(O)c(-c2cc(C(F)(F)F)nc(-c3ccccc3)n2)c1
    i | i | i | i | i | i | -5.6* | 100* | i | i | 94*
(22) COC(=O)c1sc(N)c(C(=O)OC)c1CSc1nnc(-c2ccccc2Cl)n1C
    i | i | i | i | i | i | i | i | i | i | -3
(23) O=c1c2ccccc2ncn1CCCSc1ccc(Cl)cc1
    i | i | i | i | i | i | i | i | i | i | -2
(24) O=C(CNS(=O)(=O)c1ccc(C(=O)N2CCCCC2)cc1)N1CCCCC1
    i | i | i | i | i | i | i | i | i | i | 0
(25) O=C(c1ccco1)N(CC1CCCO1)c1nc(-c2ccccc2)cs1 (configuration not stated)
    i | i | i | i | i | i | i | i | i | i | -2
(26) CCOC(=O)N1CCN(C(=S)NC(=O)c2ccc(Br)cc2)CC1
    i | i | i | i | i | i | i | i | i | i | 3
(27) Cn1nc(-c2ccc(C(=O)NCCO)cc2)c2ccccc2c1=O
    i | i | i | i | i | i | i | i | i | i | -3
(28) CCCC(C(=O)NC1=NCCS1)c1ccccc1 (configuration not stated)
    i | i | i | i | i | i | i | i | i | i | 1
(29) Cc1cc(C)c(S(=O)(=O)N2CCCOC2CNC(=O)C(=O)NCCC2=CCCCC2)c(C)c1 (configuration not stated)
    i | i | i | i | i | i | i | i | i | i | -2
(30) O=C(NCCO)c1ccc(CSc2nc3ccccc3[nH]2)cc1
    i | i | i | i | i | i | i | i | i | i | 3
(31) CCc1ccc(NC(=S)Nn2cnnc2)cc1
    i | i | i | i | i | i | i | i | i | i | 9
(32) COc1ccc(OC)c(S(=O)(=O)Nc2cc(C)on2)c1
    i | i | i | i | i | i | i | i | i | i | 4
(33) COc1ccc(NC(=O)c2sc3nc(-c4cccnc4)ccc3c2N)cc1OC
    i | i | i | i | i | i | i | i | i | i | -6
(34) COc1cc(/C=N/NC(=O)c2cccnc2)ccc1OS(=O)(=O)c1ccc(C)cc1
    i | i | i | i | i | i | i | i | i | i | -2
(35) CCc1ccccc1OCc1nc2ccc(S(=O)(=O)N3CCOCC3)cc2[nH]1
    i | i | i | i | i | i | i | i | i | i | 1
(36) CCOC(=O)COc1ccc(C(=O)NC2CCCCC2)cc1
    i | i | i | i | i | i | i | i | i | i | -9
(37) CCOC(=O)C1CCN(Cc2ccc(OCc3ccccc3)cc2)CC1
    i | i | i | i | i | i | i | i | i | i | 10
(38) Cc1cccc(C(C#N)c2ccc(Cl)nn2)c1 (configuration not stated)
    i | i | i | i | i | i | i | i | i | i | -1
(39) COc1ccc2c(c1)c1nc3ccccc3nc1n2CC(=O)OC(C)C
    i | i | i | i | i | i | i | i | i | i | 0
(40) COC(=O)Cn1c(C(F)(F)F)nc2ccccc21
    i | i | i | i | i | i | i | i | i | i | 2
(41) Cc1ccc(S(=O)(=O)NCC(=O)NCC(=O)OCc2c(F)cccc2Cl)cc1
    i | i | i | i | i | i | i | i | i | i | -4
(42) CCC(C)C(NC(=O)OC(C)(C)C)C(=O)NC(C(=O)N1CCCC1C(N)=O)C(C)CC (configuration not stated)
    i | i | i | i | i | i | i | i | i | i | -1
(43) CCC1=NN(C(=O)c2ccc(Cl)cc2)C(O)(c2ccc(C)cc2)C1 (configuration not stated)
    7.3* | i | i | i | i | i | i | i | i | i | -2
(44) COc1ncccc1C(=O)NC1CCCc2c1cnn2-c1cc(C)cc(C)c1 (configuration not stated)
    i | i | i | i | i | i | i | i | i | i | 5
(45) COc1ccc(N2CCN(C(=O)NC34CC5CC(CC(C5)C3)C4)CC2)cc1
    i | i | i | i | i | i | i | i | i | i | -9
(46) O=C(COC(=O)c1cc(S(=O)(=O)N2CCOCC2)ccc1F)NCc1ccco1
    i | i | -6.2* | i | i | i | i | i | i | i | 4
(47) CN(C)/C=C/c1oc2ccc(O)cc2c1[N+](=O)[O-]
    i | i | i | i | i | i | i | i | i | i | 4
(48) CCCCC(O)(C(NC=O)C(=O)OC)C(F)(F)F (configuration not stated)
    i | i | i | i | i | i | i | i | i | i | 2
(49) CC(C)Cc1nnc(NC(=O)Cc2cccs2)s1
    i | i | i | i | i | i | i | i | i | i | 11
(50) CCOC(=O)Cn1nc(C(F)F)c(Br)c1C
    i | i | i | i | i | i | i | i | i | i | -7
(51) CC(=O)[C@H]1CC[C@H]2[C@@H]3CCC4=CC(=O)CC[C@]4(C)[C@H]3CC[C@]12C
    i | i | i | i | i | i | i | i | i | i | 7
(52) CCn1c(CNc2cccc(Cl)c2)nnc1SCc1ccccc1
    i | i | i | i | i | i | i | i | i | i | -8
(53) COc1ccc(CCN2CCCn3c2nc2c3c(=O)n(CC(N)=O)c(=O)n2C)cc1OC
    i | i | i | i | i | i | i | i | i | i | 2
(54) CN(CCC1CCCCO1)Cc1cn(C)nc1-c1ccc2c(c1)OCCO2 (configuration not stated)
    i | i | i | i | i | i | i | i | i | i | 5
(55) O=C(OCc1ccc(F)cc1)c1ccc2c(c1)-c1ccccc1C2=O
    i | i | i | i | i | i | i | i | i | i | 23
(56) CC(C)N1CC(C(=O)Nc2nc3ccccc3s2)CC1=O (configuration not stated)
    i | i | i | i | i | i | i | i | i | i | -3
(57) O=C(O)CC/C(=C\c1ccc(N2CCOCC2)c([N+](=O)[O-])c1)c1nc2ccccc2s1
    . | i | i | i | i | i | . | . | i | . | 24
(58) CCCCOP(=O)(c1ccc(N(C)C)cc1)C(Nc1ccccc1)c1ccccc1 (configuration not stated)
    i | i | i | i | i | i | i | i | i | i | 30
(59) O=C(Nc1ccccc1O)c1csc2c1CCCC2
    i | i | i | i | i | i | i | i | i | i | 6
(60) COc1ccc(C(=O)Nc2ccc(Cl)cc2C(=O)N2CCCC(C)C2)cc1OC (configuration not stated)
    i | i | i | i | i | i | i | i | i | i | 3

Next section.
Values in the order: MrgX1 PAM | TRPC4 agonist | TRPC6 inhibitor | TRPC4 potent | ANO1 activ | TRPC4 inh | MrgX1 antag | ANO1 block | TRPC6 act | MrgX1 ag | SKKanGAS inh
(61) COc1ccc2nc(NC(=O)C3CSC4(C)CCC(=O)N34)sc2c1 (configuration not stated)
    i | i | i | i | i | i | i | i | i | i | 2
(62) CCOC(=O)Cc1csc(NC(=O)C(C)(C)CC)n1
    i | i | i | i | i | i | i | i | i | i | 9
(63) COc1cccc(OC)c1C(=O)Nc1cc(C)on1
    i | i | i | i | i | i | i | i | i | i | -7
(64) COc1cc(Cl)c(C)cc1NC(=O)CCCn1c(=O)oc2ccccc21
    i | i | i | i | i | i | i | i | i | i | -9
(65) Cn1cnnc1SCC(=O)Nc1ccc(Oc2ccccc2)cc1
    i | i | i | i | i | i | i | i | i | i | -2
(66) Cc1sc2ncn(CC(=O)NCC3COc4ccccc4O3)c(=O)c2c1S(=O)(=O)N1CCCCC1 (configuration not stated)
    i | i | i | i | i | i | i | i | i | i | -5
(67) CCN(CC)C1CCN(C(=O)CCc2nnc(CCCCc3ccccc3)o2)C1 (configuration not stated)
    i | i | -5.2* | i | i | i | i | i | i | i | 2
(68) COc1ccccc1N1CCN(CC(O)COCCOc2ccc(Br)cc2)CC1 (configuration not stated)
    i | i | i | i | i | i | i | i | i | i | -14
